# S1P4 antagonist – blocks the human S1P4 receptor. O95977. S1P4-expressing cells, antagonist mode, reporter read-out. inhibition, % at 4.98 µM. 220,000 compounds, 0.26% hits; in the data active means inhibition above about 29%;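 further: 0% = wells stimulated with agonist and 100% = vehicle wells without agonist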
# Target sequence (O95977 whole entry, looked up): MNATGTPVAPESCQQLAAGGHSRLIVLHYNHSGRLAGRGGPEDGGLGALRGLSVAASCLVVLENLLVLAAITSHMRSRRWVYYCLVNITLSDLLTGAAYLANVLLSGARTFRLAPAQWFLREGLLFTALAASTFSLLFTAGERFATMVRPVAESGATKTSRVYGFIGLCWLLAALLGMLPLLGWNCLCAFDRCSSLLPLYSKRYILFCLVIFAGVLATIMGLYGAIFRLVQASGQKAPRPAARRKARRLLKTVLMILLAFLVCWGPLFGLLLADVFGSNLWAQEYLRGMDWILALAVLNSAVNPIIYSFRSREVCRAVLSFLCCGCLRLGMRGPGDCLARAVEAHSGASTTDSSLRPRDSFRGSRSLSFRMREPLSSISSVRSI
# NPY2 pot ag – human NPY-Y2 potentiation or agonism, primary screen; P49146; cells expressing NPY-Y2, potentiator/agonist read-out; activation, % at 3.6 µM; 220,000 compounds, 0.45% hits; AID 1359; in the data active means activation above about 27%;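 further: cells stimulated with NPY near EC25 plus isoproterenol at EC100; 0% = vehicle plus submaximal agonist and 100% = vehicle plus saturating agonist; some results beyond the cut were filed as inactive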
# CHOP inhibitor – CHOP inhibition in unfolded protein response. 220,000 compounds, 3.8% hits. CHO-K1 CHOP-promoter luciferase, tunicamycin-induced, 15-18 h. inhibition, % at 10 µM;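 active means compounds that reduced the stress-induced luciferase reporter signal by more than about 70% of percent inhibition, limit read from the data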;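 further: 0% = tunicamycin plus vehicle and 100% = wells without tunicamycin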
# NPY1 pot ag – potentiates or activates human NPY-Y1 receptor; P25929; NPY-Y1 expressing cells, potentiator/agonist activation; activation, % at 3.6 µM; 220,000 compounds, 0.37% hits; AID 1304; in the data active means activation above about 33%, passing the limit was not always enough;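 further: cells stimulated with NPY at EC10 then isoproterenol at EC100; 0% = low agonist plus stimulus and 100% = saturating agonist plus stimulus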
# Target sequence (P25929 whole entry, looked up): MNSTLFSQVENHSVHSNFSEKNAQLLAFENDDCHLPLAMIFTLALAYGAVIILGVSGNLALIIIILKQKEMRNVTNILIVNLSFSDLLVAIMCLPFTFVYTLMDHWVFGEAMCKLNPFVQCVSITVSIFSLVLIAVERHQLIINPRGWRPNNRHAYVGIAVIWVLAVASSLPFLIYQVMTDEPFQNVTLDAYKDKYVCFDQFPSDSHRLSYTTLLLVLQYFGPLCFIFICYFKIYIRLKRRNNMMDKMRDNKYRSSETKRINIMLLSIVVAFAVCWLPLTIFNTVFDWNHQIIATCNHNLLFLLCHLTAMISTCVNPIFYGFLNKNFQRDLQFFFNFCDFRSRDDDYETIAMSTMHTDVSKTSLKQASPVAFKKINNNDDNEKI
# TRPML3 ag – agonists of human TRPML3 channel; Q8TDD5; HEK293 TRPML3-YFP, Fluo-8 calcium fluorescence; 100% = the carbachol control signal; activation, % at 3 µM; 220,000 compounds, 0.29% hits; AID 1448;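 active means activation above its plate's cutoff, the mean activation of the plate's test wells plus 3 SD, cut at about 12% in these data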;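 further: 0% = DMSO only wells and 100% = carbachol wells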
#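 Test system – HEK293 line with stable expression of human TRPML3-YFP channel · Control set – carbachol 87 µM final as high control (100%), DMSO as low control (0%) · Signal – Fluo-8 calcium dye fluorescence, ex 470-495, em 515-575 nm · Incubation – 1-h 37 °C dye load, 5-s basal, 120-s post-compound reads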
# NPY-Y1 antag – blocks the human neuropeptide Y Y1 receptor; HEK293-CNG Y1 cells, membrane potential fluorescence; NPY at EC95, then isoproterenol; 200,000 compounds, 1% hits; inhibition, % at 3.6 µM; P25929; AID 1040;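 active means inhibition above the campaign mean inhibition of all tested compounds plus 3 SD, cut at about 20% in these data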;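 further: 0% = DMSO wells given NPY plus isoproterenol and 100% = isoproterenol alone without NPY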
#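 Material: Y1- and CNG-channel-expressing HEK293 cells / Probe or stimulus: NPY 25 nM then isoproterenol 1 µM plus Ro 20-1724 25 µM / Doses: 3.6 µM single dose, DMSO 0.4% / Schedule: compound incubation 1 h at room temperature, readout 45 min post-stimulation / Signal: membrane potential fluorescence / Benchmarks: isoproterenol-only wells as full block versus NPY-plus-isoproterenol wells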
# S1P4 agonist – activates the human S1P4 receptor. activation, % at 4.98 µM. S1P4-expressing cell line, agonist reporter assay. 220,000 compounds, 0.35% hits. AID 1509. O95977; in the data active means activation above about 11%;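 further: 0% = DMSO vehicle and 100% = reference agonist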
# TRPN1 ag – agonists of zebrafish TRPN1 channel; activation, % at 3 µM; HEK293 zebrafish TRPN1-YFP, Fluo-8 calcium fluorescence; 100% = response to 87 µM carbachol; 220,000 compounds, 0.18% hits; AID 1424;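 active means activation above its plate's cutoff, the mean activation of test wells on that plate plus 3 SD, cut at about 19% in these data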;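 further: 0% = DMSO alone and 100% = 87 µM carbachol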
#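 Material: zebrafish TRPN1-YFP in HEK293 cells. Doses: one dose of 3 µM, 0.3% DMSO. Incubation: dye 1 h 37 °C plus 30 min RT. Measured by: intracellular calcium fluorescence with Fluo-8.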
# EP2 mod – modulates human prostaglandin E2 receptor EP2 signaling; P43116; EP2-expressing cells, cAMP HTRF FRET, PGE2 co-stimulation; induction, % at 25 µM; 260,000 compounds, 0.83% hits; AID 940;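 active means compounds whose cAMP rise, as percent of the full-agonist control response, exceeds 60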;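 further: rat C6 glioma line stably carrying human EP2 under a CMV promoter; the protocol text gives 20 µM as final concentration; 100% = response of wells given 1 µM PGE2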
# * marks the source's active call; other numbers are inactive results; . = not tested or not shown; & = joins results of further samples.
SMILES,S1P4 antagonist,NPY2 pot ag,CHOP inhibitor,NPY1 pot ag,TRPML3 ag,NPY-Y1 antag,S1P4 agonist,TRPN1 ag,EP2 mod
C=CC(=O)NC(NC(=O)C=C)c1ccccc1F,-5,-7,13,9,0.7,.,-0.3,0.2,-24
COC(=O)c1c(-c2ccc(C(C)(C)C)cc2)csc1NC(=O)C1C2CCC(O2)C1C(=O)O (stereo not given),-14,16,-15,7,1.7,1,0.6,1.8,-3
O=C(CCl)c1ccc(Cc2ncc(C(F)(F)F)cc2Cl)s1,-1,-15,104*,-16,0.2,7,-1.1,0.7,32
O=C(NC(=S)Nc1ccc(S(=O)(=O)Nc2nccs2)cc1)c1ccccc1F,0,-14,11,-10,-0.2,0,-2.7,1.6,-69
Cc1ccc(Cl)c(OC(=O)Cn2cnc3c2c(=O)n(C)c(=O)n3C)c1,8,-3,-10,-9,1.0,-4,-1.3,1.4,-2
N#CCCn1c(SCC(=O)NCCc2ccc(F)cc2)nc2ccccc21,-63,-4,-11,-4,0.9,5,1.9,0.3,-38
Cc1cc(C)[n+](-c2ccc(Oc3ccccc3)c(S(=O)(=O)[O-])c2)[nH]1,-4,-29,8,-10,0.6,.,1.8,-0.1,4
Fc1ccc(-c2[nH]ncc2CN(CC2CCC2)CC2CCCO2)c(F)c1 (stereo not given),-11,0,19,4,0.0,6,1.3,-0.3,30
COc1ccc(C(C)=O)cc1CSc1nncn1-c1ccccc1,-17,-6,9,1,1.3,4,0.0,2.1,9
Cc1cccc(-c2nsc(SCC(=O)Nc3cc(C)on3)n2)c1,-20,-1,-7,2,0.0,3,0.4,0.0,-7
C=C1c2ccccc2NC(=O)N1c1ccc(OC)cc1,-17,-2,3,-3,1.6,-4,0.2,0.8,2
CC(C)CN(CC(C)C)S(=O)(=O)N1CCC(C(=O)NCc2ccc3c(c2)OCO3)CC1,-6,-10,27,6,0.4,-3,-0.3,-1.3,10
CC(=O)Cc1ccccc1OCC(=O)O,-1,0,-4,2,1.3,-5,-3.5,2.2,9
COc1ccc(OC)c(NC(=O)COC(=O)c2cc3c(s2)CCC3)c1,-1,-28,63,-11,-0.9,4,1.6,-1.8,0
CN(Cc1ccccc1)S(=O)(=O)c1ccc(N2CCOCC2)nc1,-9,-14,15,0,1.0,.,2.0,3.6,-12
COc1cccc(C(=O)Nc2cc(C)ccc2NC(=O)COc2ccccc2)c1,12,0,60,-35,0.2,-9,0.3,0.6,7
Cc1nc(N2CCOCC2)nc(OCCN2CCOCC2)c1[N+](=O)[O-],-3,-3,-9,-32,0.8,1,0.6,-0.2,2
O=C(c1cn(-c2ccccc2)nc1-c1ccccc1)N1CCN(c2ccccn2)CC1,-1,7,-18,13,-0.1,7,-0.9,-1.3,17
CC(C)(C)NCC(=O)N/N=C/c1ccc(OCc2ccccc2)cc1,-3,-33,-12,-35,1.0,25*,1.2,1.1,-48
O=C(Nc1ccc(S(=O)(=O)NCc2cccnc2)cc1)c1ccccc1Cl,-22,17,49,10,2.3,-3,0.2,4.6,-49&-25
O=C(CSc1ccc(F)cc1)N1CCN(S(=O)(=O)c2ccccc2)CC1,-21,1,13,-1,0.7,6,0.9,1.3,-10
C/C(=N\NC(=O)c1ccc(Cn2cc([N+](=O)[O-])cn2)o1)c1cccc(NC(=O)c2cccnc2)c1,-7,13,-10,4,1.1,0,1.0,2.1,-28
Cn1ncc2c1ncn1nc(COc3ccc4ccccc4c3)nc21,-6,10,40,-2,0.4,1,1.2,-0.1,-47
Cn1c(-c2ccc(N)cc2)nc2ccccc21,-11,-15,23,0,0.4,0,2.1,-0.1,2
CSc1ccc(/C=N\NC(=O)CNc2ccc(C)cc2)cc1,7,16,7,-1,-1.1,2,1.8,-1.7,-33
CSc1ccccc1C(=O)NCCSc1ccccc1,-27,0,6,5,-0.9,-3,-0.3,-0.9,-26
NC(=O)c1sc2nc(N3CCOCC3)c3c(c2c1N)CCCC3,-4,1,4,-9,0.3,2,1.6,-1.1,26
Cc1ccc(NC(=O)c2ccccc2CCc2ccccc2)c(C)c1,-1,-20,30,-38,-0.8,15,0.1,-1.6,58
O=C(O)CC(c1cccc(Cl)c1)n1cccc1 (stereo not given),-24,-16,11,-19,0.7,8,0.2,-0.5,16
Cc1cc(C)cc(C(=O)NCC(=O)OCC(=O)N(C)C2CCS(=O)(=O)C2)c1 (stereo not given),-10,4,-10,-1,0.7,2,1.1,1.4,30
Cc1ccccc1OCC(=O)Nc1ccc(N2CCN(S(C)(=O)=O)CC2)cc1,2,0,19,6,3.5,-1,2.1,5.0,12&4
CCOc1ccc(N(CC(=O)NN=C2CCN(C)CC2)S(C)(=O)=O)cc1,-6,19,12,-4,0.5,0,1.0,0.0,2
COc1cccc(/C=C/C(=O)Nc2ccc3nc4n(c(=O)c3c2)CCCC4)c1OC,-2,-6,17,-13,2.5,9,-1.1,4.7,-38
CN(C(=O)c1ccc(COc2ccccc2Br)o1)c1ccccc1,3,-9,13,-10,-1.1,1,-0.5,-2.1,-27
Cc1cc(-c2n[nH]c(=S)n2/N=C/c2cccs2)n[nH]1,-18,3,5,-9,0.9,-4,2.8,-0.7,20
Fc1ccc(OCCCCCN2CCCC2)cc1,0,11,-3,-2,0.6,-1,-0.2,0.0,17
CC(=O)c1c(C)[nH]c(C(=O)OCC(=O)NCCc2ccc(F)cc2)c1C,-1,5,0,0,0.9,-2,-0.1,2.7,-21
COc1ccc(CCC(=O)Nc2ccc(N3CCOCC3)cc2)cc1,-17,0,7,17,0.4,0,1.2,-0.8,4
Cc1ccc(CN2CCNC(=O)C2CC(=O)NCCCn2cccn2)o1 (stereo not given),3,1,12,-2,0.7,11,-1.1,0.1,0
CC(C)(C)c1[nH]nc2c1C(c1ccncc1)C(C#N)=C(N)O2 (stereo not given),-11,-1,28,-21,1.8,11,-0.4,1.7,19

# Among those listed so far, these have an NH in an aromatic ring:
SMILES,S1P4 antagonist,NPY2 pot ag,CHOP inhibitor,NPY1 pot ag,TRPML3 ag,NPY-Y1 antag,S1P4 agonist,TRPN1 ag,EP2 mod
Cc1cc(C)[n+](-c2ccc(Oc3ccccc3)c(S(=O)(=O)[O-])c2)[nH]1,-4,-29,8,-10,0.6,.,1.8,-0.1,4
Fc1ccc(-c2[nH]ncc2CN(CC2CCC2)CC2CCCO2)c(F)c1 (stereo not given),-11,0,19,4,0.0,6,1.3,-0.3,30
Cc1cc(-c2n[nH]c(=S)n2/N=C/c2cccs2)n[nH]1,-18,3,5,-9,0.9,-4,2.8,-0.7,20
CC(=O)c1c(C)[nH]c(C(=O)OCC(=O)NCCc2ccc(F)cc2)c1C,-1,5,0,0,0.9,-2,-0.1,2.7,-21
CC(C)(C)c1[nH]nc2c1C(c1ccncc1)C(C#N)=C(N)O2 (stereo not given),-11,-1,28,-21,1.8,11,-0.4,1.7,19

# (cont.)
SMILES,S1P4 antagonist,NPY2 pot ag,CHOP inhibitor,NPY1 pot ag,TRPML3 ag,NPY-Y1 antag,S1P4 agonist,TRPN1 ag,EP2 mod
Cc1ccc(-c2nc3ncccn3c2Nc2ccc3c(c2)OCCO3)o1,5,-4,-10,-2,-0.3,4,-1.0,-0.4,-8
O=c1c(Cc2ccc(F)cc2)c(O)ccn1Cc1ccco1,-2,-6,4,-3,0.0,1,-1.6,-0.3,34
CNC(=O)/C(C#N)=C/c1cn(CC(=O)NCc2ccco2)c2ccccc12,4,-11,24,-4,0.3,0,0.1,0.2,-14
C=CCNc1oc(-c2ccc(OC)cc2)nc1C#N,-1,1,-36,-19,1.4,-1,2.5,2.2,-37
O=C(NCc1ccccn1)C1CC(c2ccc(F)cc2)=NO1 (stereo not given),-5,4,0,6,0.3,3,-5.6,-0.5,3
CCc1nnc(NC(=O)[C@@H](NC(=O)c2cccc(S(=O)(=O)N3CCOCC3)c2)C(C)C)s1,-18,9,2,10,0.1,7,0.4,0.2,3
OC(CNCc1ccco1)Cn1c2ccccc2c2ccccc21 (stereo not given),-1,-5,46,-41,1.1,4,-0.1,0.7,-28
O=C(CC1SC(=Nc2ccccc2)N(CCc2ccccn2)C1=O)Nc1ccc(F)cc1 (stereo not given),-2,6,38,8,0.4,-3,0.1,1.5,5
O=C(CN1CCCN(S(=O)(=O)c2ccc(Br)s2)CC1)Nc1ccc(Cl)cc1,-5,-5,72*,-10,0.7,2,0.7,-1.5,-46
CCC(=O)N1CCN(c2ccc(Cl)cc2NC(=O)c2ccc(N3CCCC3)c([N+](=O)[O-])c2)CC1,-12,-1,-19,-12,0.7,-6,-0.1,-0.1,-12
Cc1nc(-c2ccc(S(=O)(=O)N3CCN(CCc4ccccc4)CC3)s2)cs1,-7,9,37,-2,1.3,.,-1.0,1.1,-49
O=C(CCCC(=O)N(CC(=O)NC1CCCC1)Cc1ccccc1Cl)Nc1ccccn1,3,-9,5,2,0.6,10,0.5,0.4,-9

# Complete entries, quoted from the list. Screens in order: S1P4 antagonist | NPY2 pot ag | CHOP inhibitor | NPY1 pot ag | TRPML3 ag | NPY-Y1 antag | S1P4 agonist | TRPN1 ag | EP2 mod
# O=C(O)CC(c1cccc(Cl)c1)n1cccc1 (stereo not given) is listed with -24 | -16 | 11 | -19 | 0.7 | 8 | 0.2 | -0.5 | 16
# O=C(CCl)c1ccc(Cc2ncc(C(F)(F)F)cc2Cl)s1 is listed with -1 | -15 | 104* | -16 | 0.2 | 7 | -1.1 | 0.7 | 32
